# Screening results from PubChem.
# FEN1 inh: qHTS Assay for the Inhibitors of Human Flap endonuclease 1 (FEN1); 0.35% of 390,000 active; P39748; Potency, µM (highest dose often 114 µM), inactives show at the highest dose activity change, negative = inhibition, hits mostly inhibitors; Recombinant FEN1 flap cleavage, fluorescence, 15 min; AID 588795, 2011; note: nearly all actives have a fitted effect of over 65% in size
#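 Compounds are tested as a concentration series against 10 nM FEN1; after a 15 min room-temperature preincubation, 50 nM substrate starts cleavage, with plate reads at 0 and 15 min. Normalized responses are fitted by a Hill equation.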
# KAT2A inh: qHTS Assay for Inhibitors of GCN5L2; Histone acetyltransferase KAT2A (Homo sapiens), Q92830; GCN5L2 HAT assay, ThioGlo1 CoA-SH fluorescence; Potency, µM (titrated, usually from 58.9 µM), for inactives: at the top dose activity change, negative = inhibition, actives largely listed as inhibitors; 0.21% of 390,000 active
# Target sequence (Q92830 whole entry, looked up): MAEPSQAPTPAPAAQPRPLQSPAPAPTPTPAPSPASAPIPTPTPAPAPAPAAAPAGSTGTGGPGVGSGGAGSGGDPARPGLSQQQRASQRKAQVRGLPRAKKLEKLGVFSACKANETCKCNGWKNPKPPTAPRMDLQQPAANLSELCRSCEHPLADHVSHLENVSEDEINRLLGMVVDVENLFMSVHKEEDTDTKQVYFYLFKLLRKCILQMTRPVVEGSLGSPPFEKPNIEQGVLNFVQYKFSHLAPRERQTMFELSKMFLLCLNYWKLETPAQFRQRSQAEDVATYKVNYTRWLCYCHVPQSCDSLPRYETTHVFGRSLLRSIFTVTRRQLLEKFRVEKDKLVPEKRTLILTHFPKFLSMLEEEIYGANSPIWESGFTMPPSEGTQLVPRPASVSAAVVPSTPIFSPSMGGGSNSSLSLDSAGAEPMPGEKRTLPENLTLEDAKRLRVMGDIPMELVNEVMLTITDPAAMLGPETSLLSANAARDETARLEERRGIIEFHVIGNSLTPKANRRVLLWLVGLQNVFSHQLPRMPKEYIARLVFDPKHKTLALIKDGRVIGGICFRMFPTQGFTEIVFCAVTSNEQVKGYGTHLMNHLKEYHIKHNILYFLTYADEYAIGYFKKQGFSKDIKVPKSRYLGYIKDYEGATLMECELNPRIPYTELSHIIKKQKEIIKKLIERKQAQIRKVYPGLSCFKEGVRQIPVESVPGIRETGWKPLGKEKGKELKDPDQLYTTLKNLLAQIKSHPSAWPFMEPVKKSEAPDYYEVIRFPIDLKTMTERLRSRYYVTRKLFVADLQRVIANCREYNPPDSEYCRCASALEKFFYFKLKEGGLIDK
#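 Fluorescence readout, Ex340nm/Em540nm: ThioGlo1 (50uM final) reacts with free CoA thiol released as 20nM GCN5L2 acetylates H3(1-25) peptide (75uM) using acetyl-CoA (70uM). Compound and enzyme sat 15 min beforehand; 20 min room-temperature reaction.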
# N370S GC: qHTS Assay for Inhibitors and Activators of N370S glucocerebrosidase as a Potential Chaperone Treatment of Gaucher Disease. Lysosomal acid glucosylceramidase (Homo sapiens), P04062. N370S GC spleen homogenate, 4MU-glucoside fluorescence. Potency, µM (titrated, usually from 59.4 µM), inactives show at the highest dose activity change, negative = inhibition, most hits filed as inhibitors. 0.092% of 330,000 active;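 note: 0% = full enzyme activity and -100% = no enzyme basal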
# * = called active by the depositor; u = inconclusive; x = not tested or not shown; [ ] = dose if it differs, or a comment. Calls come from the whole dose curve; as a rule, active = well fitted curve in the direction sought with a large enough effect; inconclusive = small, poorly fitted or top-dose-only effect, or another doubt; inactive = no such curve, though single readings can be large; an effect the other way counts as inactive or inconclusive. Unless noted, % is set by controls: 0 for no effect and ±100 for the full control effect; potency is the fitted concentration of half-maximal effect. Some of the compounds tested; rates above refer to the full screens.
canonical_smiles,FEN1 inh,KAT2A inh,N370S GC
CCCn1ccc2c(OCC(=O)Nc3ccc(C(F)(F)F)cc3)cccc2c1=O,-4.4%,-14.8%,x
CN1CCN(S(=O)(=O)c2ccc(NC(=S)NC(=O)c3ccccc3)cc2)CC1,-8.5%,-8.6%,-6.9%
Cc1csc2ncc(C(=O)NCc3ccccn3)c(=O)n12,4.3%,-4.8%,16.5%
CCOC(=O)c1sc(Nc2nc3cc4c(cc3s2)OCO4)cc1C,-8.8%,-0.1%,3.4%
COc1ccccc1CN1CC2(CCN(C(=O)c3cc(C(F)(F)F)cc(C(F)(F)F)c3)CC2)C1,x,6.8%,-25.7%
C=CCOC(=O)C1=C[C@H](c2cn(C(C)=O)c3ccccc23)C[C@H](OCc2ccc(CO)cc2)O1,-18.5%,1.7%,u
O=C(CCc1nc2ccccc2[nH]1)NC1CCCCC1,3.4%,1.5%,14.9%
C/C=C\C(=O)Nc1cccc(C2=NOC3(C2)C[C@@H](C(N)=O)N(C(=O)C2(C)CC2)C3)c1 (stereo partly specified),-0.2%,-1.7%,u
Cc1cc(C)c(S(=O)(=O)N/N=C/c2ccc3c(c2)OCO3)c(C)c1,1.7%,-10.2%,-4.7%
CCOC(=O)c1c(NC(=O)c2cc(-c3ccccc3OC)on2)sc(C)c1C,-10.8%,-9.9%,x
C/C(CC(=O)NC1CCCCC1)=N\NC(=O)c1ccccc1C,5.1%,-3.5%,0.0%
O=C1N(Cc2cccc(Cl)c2)C[C@@H]2C[C@@H](c3ccsc3)N3CCC[C@@]123,1.6%,-7.6%,-5.7%
Cc1[nH]c(/C=C2\C(=O)Nc3ccc(S(=O)(=O)N(C)c4cccc(Cl)c4)cc32)c(C)c1C(=O)N1CCN(C)CC1,x,9.8%,u
CC(=O)NC(C1C(=O)CC(C)(C)CC1=O)(C(F)(F)F)C(F)(F)F,13.9%,-5.9%,-0.3%
Cc1ccc2nsnc2c1NC(=O)CCc1ccccc1,4.8%,-3.0%,1.8%
Cc1cnc(C(=O)OCC(=O)Nc2ccc3c(c2)OCCO3)cn1,-0.7%,-1.5%,x
CC(C)COc1ccc(C(=O)Nc2scc(-c3ccc(Br)cc3)c2C(=O)OC(C)C)cc1,-5.9%,7.9%,x
O=C(CCC(=O)Nc1ccc(Cl)cc1)N/N=C/c1ccc2c(c1)OCO2,-3.5%,-20.6%,1.1%
COc1cc(/C=C(/NC(C)=O)C(=O)O)cc(Cl)c1OCc1ccc(Br)cc1,-9.6%,1.9%,7.3%
O=C(Cn1ncc(Cl)c(Cl)c1=O)NC1CCCCC1,21.0%,-1.2%,x
O=C(NCc1cccs1)c1cnc(Cl)c(Cl)c1,1.1%,-12.8%,7.8%
O=C(Nc1ccccc1N1CCCCC1)C1CCN(S(=O)(=O)c2cccc(C(F)(F)F)c2)CC1,-14.1%,-3.1%,-12.2%
O=C1CN(C(=O)COC(=O)c2ccc(C(F)(F)F)cc2)c2ccccc2N1,12.0%,-4.7%,x
Cn1c(C(=O)NCc2ccc(Cl)cc2)cc2c(=O)n(C)c3ccccc3c21,11.8%,-4.9%,x
COc1ccc(-c2noc(N3CCC(C(=O)Nc4ccc(C)c(F)c4)CC3)n2)cc1OC,-15.9%,-1.0%,x
O=C(c1ccccc1F)N(NC(=O)C(O)(c1ccccc1)c1ccccc1)c1ccccc1,-8.9%,0.2%,7.2%
CCOC(=O)Cn1c(=O)oc2cc(S(=O)(=O)N3CCN(c4ccccc4OC)CC3)ccc21,3.6%,-4.9%,x
Cc1ccc(S(=O)(=O)N2CCN(C(=O)CCOc3ccccc3C)CC2)cc1C,-3.3%,-9.6%,-1.8%
CCOc1ccccc1N1CC(C(=O)N2CCN(Cc3ccc(C#N)cc3)CC2)CC1=O (stereo unspecified),1.0%,-3.9%,x
CC1(CC(=O)Nc2ccccc2)NC(=S)N(c2ccccc2)N1 (stereo unspecified),2.7%,-6.9%,-15.6%

# Four of the compounds above, with each value named:
Cc1cnc(C(=O)OCC(=O)Nc2ccc3c(c2)OCCO3)cn1
- FEN1 inh: -0.7%
- KAT2A inh: -1.5%
- N370S GC: x

CC(C)COc1ccc(C(=O)Nc2scc(-c3ccc(Br)cc3)c2C(=O)OC(C)C)cc1
- FEN1 inh: -5.9%
- KAT2A inh: 7.9%
- N370S GC: x

O=C(CCC(=O)Nc1ccc(Cl)cc1)N/N=C/c1ccc2c(c1)OCO2
- FEN1 inh: -3.5%
- KAT2A inh: -20.6%
- N370S GC: 1.1%

COc1cc(/C=C(/NC(C)=O)C(=O)O)cc(Cl)c1OCc1ccc(Br)cc1
- FEN1 inh: -9.6%
- KAT2A inh: 1.9%
- N370S GC: 7.3%

# Later entries.
canonical_smiles,FEN1 inh,KAT2A inh,N370S GC
O=C(NNC(=O)c1cc(-c2ccccc2Cl)nc2ccccc12)c1csc(N2CCOCC2)n1,6.8%,-9.2%,-2.6%
CC(C)CC(=O)C1CCCN(C(=O)c2ccc3oc(Cc4ccccc4)nc3c2)C1 (stereo unspecified),-4.1%,3.6%,-1.7%
COc1ccc(NC(=O)Cc2ccc(C)c(C)c2)cc1Cl,-0.5%,-1.2%,-1.9%
Cc1ccc(-n2ncc(C(=O)NCc3ccc4c(c3)OCO4)c2C2CCN(C(=O)OC(C)(C)C)CC2)cc1C,-19.0%,-3.1%,x
CCN1C(=O)CSc2ccc(C(=O)NCc3ccccc3)cc21,1.3%,-5.3%,u
C/C(=N/NC(=O)c1cccc(Br)c1)C1CC2CCC1C2 (stereo unspecified),-5.0%,-8.7%,5.7%
COC(=O)c1cccnc1-n1c(=O)c2cccnc2n(Cc2ccc(Cl)cc2)c1=O,-3.7%,-5.0%,-21.6%
CN(CC(=O)Nc1cccc(F)c1)C(=O)c1ccc(-c2ccc(Cl)cc2)o1,-20.5%,-6.2%,-1.0%
C/C(Cl)=C\C[N+](C)(C)CC(=O)OCCc1ccccc1,-8.9%,-15.8%,3.6%
CCOc1ccccc1NC(=O)C(=O)NCCc1sc2nc(-c3ccc(OC)cc3)nn2c1C,7.0%,-3.6%,x
CN(Cc1ccccc1)C(=O)COC(=O)c1cc2ccccc2oc1=O,-2.0%,-5.7%,x
COc1ccc(CNc2nc(-c3ccc(C(=O)N(C)C)cc3)nc3ccccc23)c(OC)c1,x,-25.5%,u
COc1ccc(OC)c(CNC(=O)C2CCCCN2S(=O)(=O)c2ccc(F)cc2)c1 (stereo unspecified),-4.2%,-7.9%,x
COc1ccc(C2CC(c3ccc(Cl)cc3Cl)Nc3nc(N)nn32)cc1 (stereo unspecified),-19.6%,2.5%,-16.9%
CC1CC(C)(C)NC(=S)N1CC(=O)NCc1ccc(Cl)cc1 (stereo unspecified),1.0%,1.7%,2.7%
O=C(Cc1cccs1)Nc1ccc(S(=O)(=O)N2CCCCC2)cc1,-13.7%,u,-1.5%
Cc1ccc(CNC(=O)C2CC(c3ccccc3C(F)(F)F)=NO2)cc1 (stereo unspecified),-15.8%,-1.5%,-12.8%
CCN(c1cccc(C)c1)S(=O)(=O)c1nnc(NC(=O)c2cccs2)s1,-8.0%,-6.4%,x
CCN(CC)C(=S)NC(=O)c1cccnc1,5.0%,-2.9%,-17.1%
CCn1c(CSc2nc3ccccc3s2)nnc1SCC(N)=O,-2.4%,5.2%,7.4%
CCOC(=O)c1ccc(N2C(=O)C3CCOc4ccccc4C32)cc1 (stereo unspecified),14.9%,-3.2%,x
Cc1c(C(=O)NCC(c2ccco2)N2CCCC2)sc2ccccc12 (stereo unspecified),8.1%,-0.5%,x
Cc1ccc(Cn2c(SCC(C)C)nc3c2c(=O)[nH]c(=O)n3C)cc1,-0.8%,-5.2%,17.0%
CC(=O)Nc1ccc(OCCOc2ccc([N+](=O)[O-])cc2)cc1,11.8%,u,1.5%
CCCCNS(=O)(=O)c1cc2c3c(c1)CCN3C(=O)CC2,-12.6%,-17.6%,4.3%
COc1ccccc1CNC(=O)CCC1N=C2c3ccccc3N=C(SCC(=O)NCC3CCCO3)N2C1=O (stereo unspecified),-7.6%,-20.3%,8.9%
CNc1ccc(Oc2nc([N+](=O)[O-])nn2C)cc1,7.0%,-1.2%,5.1%
CC(C)(C)NS(=O)(=O)c1ccc(NC(=O)c2cc(-c3ccccc3)nc3ccccc23)cc1,-0.2%,5.0%,6.1%
O=C(Nc1cccc(OCC(=O)N2CCOCC2)c1)c1cccc(Cl)c1,-8.3%,-25.1%,-1.9%
CC(=O)c1ccc(NC(=O)/C=C/c2ccc(C)cc2)cc1,-0.2%,-1.2%,-12.1%
N#Cc1cccc(NC(=O)N2CCC(c3nc4c(nnn4Cc4cccc(Cl)c4)c(=O)[nH]3)CC2)c1,14.6%,24.5%,-7.3%
O=C1C(=C(O)c2ccccc2)C(=O)c2ccccc21,-4.7%,-8.5%,u
Clc1ccc(-c2noc(CN3CCCC3)n2)cc1,0.5%,1.7%,-0.3%
C=CCSc1nnc(-c2sc(-c3ccccc3)nc2C)n1C,-2.5%,-20.3%,0.5%
CCOC(=O)C1(Cc2ccccc2C(F)(F)F)CCN(CCCn2cccn2)CC1,14.6%,33.5%[activator],-18.1%
Cc1ccccc1-c1nnc(SCC(=O)NCc2ccc3c(c2)OCO3)n1C,7.4%,-10.8%,17.9%
C=CCNc1nc(-c2ccccc2)nc(-n2ccnc2)n1,-1.9%,1.1%,18.6%
Cc1ccc(C(=O)N2CCC(C)CC2)cc1S(=O)(=O)N1CCCCC1,1.8%,-27.1%,-0.5%
CCOC(=O)c1ccc(NC(=S)NC2CCCC2)cc1,-10.1%,0.7%,1.4%
COc1ccc(N(C(=O)c2snc(C(N)=O)c2N)C(C(=O)NC2CCCC2)c2cccs2)c(OC)c1 (stereo unspecified),12.4%,-2.7%,-3.0%
O=C(CN1C(=O)NC2(CCCCC2)C1=O)N1CCc2ccccc2C1,-4.6%,-2.0%,-0.9%
CCCOC(=O)C1C2C=CC(C2)C1C(=O)OCC(=O)c1ccccc1 (stereo unspecified),-1.1%,-5.8%,6.1%
CCC(Oc1ccccc1)C(=O)Nc1nnc(S(=O)(=O)N2CCCCC2)s1 (stereo unspecified),21.6%,-31.1%,17.1%
CCN(CC(=O)Nc1ccccc1Br)Cc1nc2ccccc2c(=O)[nH]1,-2.9%,-12.4%,24.1%
CCOc1ccc2c(c1)C(c1ccc(C)cc1)=NNC(c1ccc(OC)cc1)=N2,-11.7%,2.6%,9.0%
COc1ccc(C(=O)NC2CCCCC2)cc1S(=O)(=O)N1CCCC1,-0.3%,0.0%,28.3%
CCCC[C@H](NC(=O)[C@@H]1CCCN1C(=O)[C@H]1CCCN1C(=O)[C@H](Cc1ccccc1)NC(=O)[C@@H](Cc1c[nH]c2ccccc12)NC(=O)[C@H](C)NC(=O)[C@H](CCCN=C(N)N)NC(=O)OC(C)(C)C)C(N)=O,x,5.4%,2.82µM*
CCOC(=O)c1ccc(/[N+]([O-])=C/c2ccccc2)cc1,u,-2.2%,x
O=C(Cn1cc(C(F)(F)F)ccc1=O)N1CCN(S(=O)(=O)c2ccccc2)CC1,1.0%,u,-1.5%
O=C(Nc1ccc(Br)cc1)C1CC=CCC1C(=O)OCC1CCCO1 (stereo unspecified),0.5%,-0.8%,-2.0%[12.8 µM]
CCOc1ccc(C(=O)COC(=O)c2c(-c3ccccc3)noc2C)cc1,-16.3%,-34.1%,0.2%
CCCc1cc(=O)n2[nH]c(NC(=O)c3ccccc3Cl)nc2n1,-16.5%,-5.6%,x
O=c1oc(-c2cccs2)nc2sc3c(c12)CCCCC3,-4.7%,2.1%,4.9%
COCCNC(=O)C(c1ccncc1)N(C(=O)Cn1nnc2ccccc21)c1ccc(OC)cc1 (stereo unspecified),-8.3%,-0.1%,2.2%
CCCCCn1c(CNC(=O)c2ccc(F)cc2)nc2ccccc21,8.6%,-7.3%,x
COc1ccc(CCNC(=O)CCCn2c(=O)c3ccccc3n(CC(=O)Nc3c(C)cc(C)cc3C)c2=O)cc1OC,7.3%,-3.9%,x
Cc1ccc(-c2nc3cccnc3s2)cc1NS(C)(=O)=O,-19.4%,-5.2%,6.9%
COc1ccc(-c2nc(C(N)=O)c3[nH]c(=O)n(-c4cccc(C)c4)c3n2)c(OC)c1,-19.7%,-7.0%,-3.3%
C(=C\c1ccccc1)/CSc1ccccn1,-8.6%,-9.0%,-5.0%
